High-throughput results: PubChem, Southern Research Specialized Biocontainment Screening Center
Dengue inhibitors: Dengue virus cytopathic effect inhibitors, cell-based, CPE readout, HTS (AID 540333) | Dengue virus CPE inhibition in host cells; stronger effect = higher value | CPE inhibition, % at 20 µM | 10,000 tested, 3.1% active; in the data active means CPE inhibition mostly above about 9.1%, no sharp cut-off; inactive means mostly below about 7.2%
An asterisk follows results filed as active; i = inactive.

SMILES | Dengue inhibitors
COc1ccc(/C=C/c2noc(-c3ccccc3O)n2)cc1 | 1.4
CCCc1cc2c(OC(=O)CC)c(-c3ccc(C(=O)OCC)o3)c(=O)oc2cc1OC | 1.5
S=C(Nc1ccc(Br)cc1)N1CCCC1 | i
COC(=O)c1ccc(CNC(=O)c2ccc(COc3ccccc3)cc2)cc1 | i
COCCCNC(=O)Cn1cc(/C=C(\C#N)C(=O)N2CCN(c3ccccc3)CC2)c2ccccc21 | i
COC(=O)c1ccc(C2=NOC(C)(c3nnc(-c4cccc(Cl)c4)o3)C2)cc1 (stereo not given) | i
CC(C)(C)c1ccc(C(=O)NC(=S)Nc2sc3c(c2C#N)CCC3)cc1 | i
Cc1ccccc1C(=O)NCCCCc1ccccc1 | 0.1
Cc1ccc(CSCC(=O)Nc2ccc(F)cc2)cc1 | i
O=C1/C(=C\c2ccncc2)SC(=S)N1C1CCCCC1 | 6.6
COc1ccccc1NS(=O)(=O)c1cc(NC(=S)Nc2cc(C)cc(C)c2)ccc1Cl | 8.2
O=C(COC(=O)c1ccc(CO)cc1)NCc1cccs1 | 0.1
Cc1ccc(C(=O)NCCSCc2ccccc2)cc1[N+](=O)[O-] | 0.2
C(=C(c1ccccc1)c1ccccc1)c1ccccn1 | i
O=C(/C=C/c1ccccc1)N1c2ccccc2Sc2ccc(C(F)(F)F)cc21 | 0.4
CCNC(=S)NCCN1CCOCC1 | i
O=C(COC(=O)c1ccccc1)Nc1cccc(S(=O)(=O)NC2=NCCCCC2)c1 | 0.1
N/C(=N\OC(=O)COc1ccc(Cl)cc1Cl)c1cccnc1 | 1.9
COc1ccccc1NS(=O)(=O)c1ccc(N/N=C(\C)C(C)C)c([N+](=O)[O-])c1 | 0.3
C/C(=N\NC(=O)NC1CCCCC1)C1CCCCC1 | 1.4
COc1ccc(-c2c3c(cc4ncn(Cc5ccccc5)c24)COC3=O)cc1 | 0.3
CN1/C(=C\C(=S)NC(=O)c2ccccc2Cl)C(C)(C)c2ccccc21 | 7.0
CCCCNc1c(-c2ccc(-c3cccc(Cl)c3)cc2)nc2ccc(Cl)cn12 | 10.0*
NC(=O)c1nn(-c2ccccc2)nc1NC(=O)Cn1nnc(-c2ccccc2)n1 | 1.1
O=C(N/N=C/c1cc(Br)c(Br)o1)c1cccnc1 | i

Reformatted as tab-separated lines: 2 of the compounds above
Compound	Dengue inhibitors
CCNC(=S)NCCN1CCOCC1	i
O=C(COC(=O)c1ccccc1)Nc1cccc(S(=O)(=O)NC2=NCCCCC2)c1	0.1

(list continues)
SMILES | Dengue inhibitors
Cc1ccc(/C=C/C(=O)Nc2ccncc2)o1 | 0.5
CCCCOC(=O)c1ccc(S(N)(=O)=O)o1 | i
CN(C)CCCOc1cccc(Oc2ccccc2)c1 | 1.2
COc1cc2c(cc1OC)C(C)N(C(=O)c1ccc(Br)o1)CC2 (stereo not given) | i
C=CCN(C/C(=N\O)c1sc(C(=O)OCC)nc1C)c1cccc(Br)c1 | 4.4
Cc1ccccc1N=Cc1cc2c(cc1O)OC(N)=C(C#N)C2c1ccccc1 (stereo not given) | 0.1
C=CCCCN(Cc1ccccc1)S(=O)(=O)c1ccccc1Br | 3.6
CC(C)(C)OC(=O)CNC(=O)c1[nH]cnc1C(=O)NC1CCN(C(=O)OC(C)(C)C)CC1 | i
Oc1cccc(/C=N/Nc2cc(N3CCOCC3)nc(N3CCOCC3)n2)c1 | i
CC(C)N(C)NC(=S)Nc1ccccc1 | 0.1
O=C(Nc1nc2ccc3ccccc3c2s1)c1ccc(N2CCCCC2)c([N+](=O)[O-])c1 | 13*
Cc1cc(C)c(-c2csc(NC(=O)c3n[nH]c(=O)c4ccccc34)n2)c(C)c1 | 2.4
O=C(CN1CCN(C/C=C/c2ccccc2)CC1)Nc1cc([N+](=O)[O-])ccc1Cl | i
COc1ccccc1/C=C(/C(=O)OCC(=O)N(C)Cc1ccccc1)c1ccccc1 | 0.2
COc1ccc2c(c1)C(=O)C(=O)N2 | 0.0
Nc1c(C(=O)c2ccc(Cl)cc2)sc2nc3c(cc12)CCC3 | 7.6
CC(C)CNC(=S)Nc1ccc(S(N)(=O)=O)cc1 | 0.4
CCN(CC)c1ccc(NC(=O)COc2ccccc2C#N)cc1S(=O)(=O)Nc1ccc(OC)cc1 | 0.4
CC(C)(C)CC(=O)NCCCCCCNC(=O)CC(C)(C)C | i
Cc1cc(C(=O)N/N=C/c2ccc(-c3ccccc3Cl)o2)n[nH]1 | 4.2
O=C(NNC(=S)NCc1ccccc1)c1ccc(OC(F)F)cc1 | 1.0
COc1ccc(C2=C(Nc3ccc(C)cc3)c3ccccc3C2=O)cc1 | i
CCOC(=O)C1=C(CC)OC(N)=C(C#N)C1c1ccsc1 (stereo not given) | 0.3
Cc1ccc(S(=O)(=O)CCC(=O)OCC(=O)c2c[nH]c3ccccc23)cc1 | i
O=C(NCC1CCCO1)c1ccc(COc2ccc(Br)cc2)cc1 (stereo not given) | 1.2

Some of the entries above in a different format.
structure,Dengue inhibitors
S=C(Nc1ccc(Br)cc1)N1CCCC1,i
COC(=O)c1ccc(CNC(=O)c2ccc(COc3ccccc3)cc2)cc1,i
COCCCNC(=O)Cn1cc(/C=C(\C#N)C(=O)N2CCN(c3ccccc3)CC2)c2ccccc21,i
COC(=O)c1ccc(C2=NOC(C)(c3nnc(-c4cccc(Cl)c4)o3)C2)cc1 (stereo not given),i
CC(C)(C)c1ccc(C(=O)NC(=S)Nc2sc3c(c2C#N)CCC3)cc1,i
Cc1ccccc1C(=O)NCCCCc1ccccc1,0.1

The results go on.
SMILES | Dengue inhibitors
O=C(NCc1ccccc1Cl)c1ccc2nc[nH]c2c1 | i
CCN(C(=O)COC(=O)c1ccccc1SCC(=O)NC1CCCCCCC1)C1CCS(=O)(=O)C1 (stereo not given) | i
Cc1cc(C)c(C#N)c(SCc2nnc(-c3ccccc3)o2)n1 | i
Cc1cc(Br)ccc1SCC(=O)OCC(=O)Nc1ccccc1C#N | i
Cc1ccc2c(c1)C1C=CCC1C(C(=O)NCCCN1CCOCC1)N2 (stereo not given) | i
CCOC(=O)c1ccc(/[N+]([O-])=C/c2ccccc2)cc1 | i
Cc1ccc(/C=C/C(=O)N2CCN(S(=O)(=O)c3ccc(C)c(C)c3)CC2)o1 | i
CC(C)CNC(=S)Nc1ccccc1F | 0.4
Cc1ccc2occ(C3NC(C(=O)O)CS3)c(=O)c2c1 (stereo not given) | 0.3
Cc1cc([N+](=O)[O-])nn1CC(=O)N1N=C(C(F)F)CC1(O)C(F)F (stereo not given) | 0.3
CCOC(=O)CN1C(=O)N[C@@H](c2ccco2)C(C(C)=O)=C1C | 1.5
O=C(COC(=O)C1(c2ccccc2F)CCCC1)N1CCc2ccccc21 | 0.3
C/C(=N\NC(=O)c1ccc(Cl)cc1)c1ccc(N2CCOCC2)cc1 | 0.2
CCN(C(=S)NC(=O)CCc1ccccc1)c1ccccc1 | 0.1
COc1ccccc1NC(=O)c1ccc(COc2ccc3c(c2)CCC3)cc1 | 0.4
COc1ccc(-n2cnnc2SC(C)C(=O)Nc2cccc([N+](=O)[O-])c2)cc1 (stereo not given) | 0.3
Cc1c(Br)c(C(=O)NCc2cc3cc(Cl)ccc3[nH]2)nn1C | 1.1
CCOC(=O)c1sc(NC(=S)NC(=O)c2ccccc2)c(C(=O)OCC)c1C | 3.5
COc1ccc2c(c1)OC[C@H]1[C@H]2N2C(=O)CN(Cc3ccc(F)cc3)C(=O)[C@@]2(C)[C@H]1c1ccccc1 | 12*
COc1ccc(-c2cc(C(F)(F)F)nc(SCC(=O)Nc3ccc4c(c3)OCO4)n2)cc1 | i
Cc1cccc(C(=O)NC(=S)Nc2ccccc2C(F)(F)F)c1 | 0.4
O=S(=O)(c1ccc(NC(=S)NCCC(c2ccccc2)c2ccccc2)cc1)N1CCOCC1 | i
COC(=O)/C=c1/s/c(=C(/C#N)C(=O)N2CCCCC2)n(-c2ccccc2)c1=O | 0.3
O=C(C1CCCO1)N1CCN(C(=S)Nc2ccccc2)CC1 (stereo not given) | 0.3
O=C(COC(=O)CCc1nc2ccccc2c(=O)[nH]1)NC(=O)NC1CCCC1 | 1.0

The list goes on.
SMILES | Dengue inhibitors
Cc1ccc2cc(C#N)c(SCC(=O)NNC(=O)Cc3ccccc3)nc2c1 | i
COc1ccc(C2CC(c3ccccc3OC(C)=O)=NN2C(=O)/C=C/c2ccccc2)cc1OC (stereo not given) | 4.1
CCCCOc1ccc(Cc2c(Cl)nc(SC)nc2N2CCOCC2)cc1 | i
Cc1cccc(Oc2nc3ccccn3c(=O)c2/C=C(\C#N)C(=O)NC2CCS(=O)(=O)C2)c1 (stereo not given) | 1.4
O=C(CSc1nnc(-c2ccccc2F)n1C1CC1)Nc1cccnc1Cl | i
COc1ccc(S(=O)(=O)N2CCCCC2)cc1NC(=O)c1ccc2c(c1)OCO2 | 1.6
CCOC(=O)/C(=C/c1ccc(Cl)cc1)NC(=O)c1ccco1 | i
COc1ccc(C(C[N+](=O)[O-])c2c(C)[nH]c3ccccc23)cc1OC (stereo not given) | 1.1
O=C(CN1CCN(c2ccccc2)CC1)Nc1ccccc1Sc1ccccc1 | 16*
CC1CN(S(=O)(=O)c2cccc(C(=O)OC/C(O)=C(\C#N)c3nc4ccccc4[nH]3)c2)CC(C)O1 (stereo not given) | i
CCCCc1ccc(NC(=S)NN2CCOCC2)cc1 | i
CC(C)(C)c1ccc(-c2nnc(SCC(=O)Nc3sc4c(c3C#N)CCCC4)o2)cc1 | 0.4
O=C(/C=C/c1ccco1)NC(=S)Nc1ccc(N2CCCC2)cc1 | 1.9
COC(=O)CSc1ccc(S(=O)(=O)N2CCOCC2)cc1[N+](=O)[O-] | i
CCC(C)NCCOCCOc1ccc(Br)cc1C (stereo not given) | i
Cc1ccc(S(=O)(=O)CCC(=O)NCCN2C(=O)S/C(=C\c3ccccc3)C2=O)cc1 | 0.4
CC(C)(C)C1CCc2c(C(=O)NNC(=O)/C=C/C(=O)O)csc2C1 (stereo not given) | 1.1
CC1CCN(S(=O)(=O)c2ccc3c(c2)c(=O)c(C(=O)NCc2ccco2)cn3C)CC1 | 2.8
CCOc1ccc(C(=O)Nc2cc(-c3nc4ccccc4[nH]3)ccc2Cl)cc1[N+](=O)[O-] | i
O=C1[C@H]2[C@@H](c3ccc(F)cc3)N3C(=O)N(c4ccc(Br)cc4)C(=O)[C@@]3(Cc3ccc(Cl)cc3)[C@H]2C(=O)N1C1CCCCC1 | 46*
Cc1noc(C)c1COc1ccc(C(=O)OCC(=O)NCc2ccccc2Cl)cc1 | i
CC[C@@]12C(=O)N(c3cccc(Br)c3)C(=O)N1[C@H](c1cccc(C)c1)[C@@H]1C(=O)N(Cc3ccccc3)C(=O)[C@@H]12 | 13*
Cc1ccc(NC(=O)Cn2c(-c3ccc(F)cc3)cnc2SCC(=O)Nc2c(C)cccc2C)cc1 | 6.1
Cc1ccc(OCCCCN(C)Cc2ccccc2)c(Br)c1 | 0.2
CCOC(=O)c1ccc(-c2ccc(/C=C(\C#N)C(=O)NCc3cccs3)o2)cc1 | 2.8

A second format for some results above:
COc1ccc(C2CC(c3ccccc3OC(C)=O)=NN2C(=O)/C=C/c2ccccc2)cc1OC (stereo not given)
  Dengue inhibitors = 4.1
CCCCOc1ccc(Cc2c(Cl)nc(SC)nc2N2CCOCC2)cc1
  Dengue inhibitors = i
Cc1cccc(Oc2nc3ccccn3c(=O)c2/C=C(\C#N)C(=O)NC2CCS(=O)(=O)C2)c1 (stereo not given)
  Dengue inhibitors = 1.4
O=C(CSc1nnc(-c2ccccc2F)n1C1CC1)Nc1cccnc1Cl
  Dengue inhibitors = i

New compounds follow
SMILES | Dengue inhibitors
CCOC(=O)C1C(C(=O)OCC)C1(c1ccccc1)c1ccccc1 (stereo not given) | 0.5
CCc1cccc(CC)c1NC(=O)/C(C#N)=C/c1ccccc1C(F)(F)F | i
CCC(=NCc1ccc(Cl)c(Cl)c1)c1nc(-c2ccco2)oc1O | 1.8
CCOC(=O)Cc1c(C)nc2c(-c3cccc(Br)c3)cnn2c1C | i
O=C(Cc1ccc(Cl)cc1)N/N=C/c1c(Cl)cccc1Cl | 2.2
O=C(Nc1ccc(N2C(=O)c3cccc4cccc(c34)C2=O)cc1)c1ccc(N2CCCCC2)c([N+](=O)[O-])c1 | 2.9
COc1ccc(Nc2ccc(Cl)cc2)c(C(=O)O)c1 | 0.4
O=C(Nc1ccccc1)Nc1cccc(Cl)c1Cl | 3.1
CCOC(=O)NCc1ccccc1 | i
Cc1nn(CCC(=O)NNC(=S)Nc2ccccc2)c(C)c1Br | 0.2
Cc1ccc(NC(=O)CN2CCc3ccccc3C2)cc1S(=O)(=O)N1CCOCC1 | 0.2
CCCCCCNS(=O)(=O)c1ccc(NC(=O)C2CCCO2)cc1 (stereo not given) | 1.4
COC(=O)c1ccccc1NC(=O)C1CCCO1 (stereo not given) | 3.3
CC(C)(C)c1ccc(C(=O)NCc2nnc(SCC(=O)N3CCCc4ccccc43)n2-c2ccccc2)cc1 | 5.6
CCCNS(=O)(=O)c1ccc(CCC(=O)N2CCN(c3ccc(F)cc3)CC2)cc1 | 0.9
COc1cccc(OCc2nnc(SCC(=O)N3c4ccccc4Sc4ccc(Cl)cc43)o2)c1 | 0.8
CC1=C(C#N)C(c2ccccc2)C2=C(N1)c1ccccc1C2=O (stereo not given) | 1.3
N#Cc1cccc(N=Cc2c(O)ccc3ccccc23)c1 | 0.5
O=C(NCc1ccco1)/C(=C/c1cccc(C(F)(F)F)c1)c1nc2ccccc2[nH]1 | i
Cc1cccc(C(=O)NC(=S)NNC(=O)Cc2ccccc2)c1 | 0.8
CCOC(=O)/C=C1\Nc2ccccc2OC1=O | 2.3
CCn1c(COc2ccc(Cl)cc2)nnc1SC1CCc2ccccc2C1=O (stereo not given) | 1.0
CCOc1ccc(NC(=O)Cc2ccccc2)cc1 | 0.8
Cc1c([N+](=O)[O-])ccc(S(=O)(=O)N2CCC(C(N)=O)CC2)c1C | i
COc1ccc(OC)c(/C=N/NC(=O)CNC(=O)c2ccc(S(=O)(=O)N3CCOCC3)cc2)c1 | 0.9

A portion of the library; rates above refer to the full screens.
